Screening results as filed in PubChem BioAssay.
M1AAP inhibition – P. falciparum M1AAP inhibitors, biochemical, fluorogenic H-Leu-NHMec substrate, 1536-well (AID 1445). recombinant M1AAP, H-Leu-NHMec fluorogenic kinetic assay; higher % means a stronger effect. Aminopeptidase N (Plasmodium falciparum (isolate 3D7)). one-dose inhibition, % at 30 µM; IC50 in µM for titrated hits. actives 0.42% (n = 220,000);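 active = primary inhibition above the hit cutoff, then over 50% inhibition at one or more dose response concentrations, cut at about 23% in these data, passing the limit was not always enough; inconclusive = conflicting primary data, or primary hits not chosen for dose response; inactive = low primary inhibition, or under 50% at every dose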;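 also: plate controls were DMSO full reaction for no effect and no enzyme background for full effect; strong numbers were not always called active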
PMI inhibition – human PMI inhibitors, high substrate, primary screen, biochemical, fluorescence intensity, high mannose 6-phosphate (AID 1220); recombinant PMI enzyme, coupled fluorescence intensity; higher % means a stronger effect; actives 0.66% (n = 190,000); Mannose-6-phosphate isomerase (Homo sapiens); one-dose inhibition, % at 20 µM; IC50 in µM for titrated hits
T cell HTS – modulators of CD8 T cell-vesicle binding, primary screen, mouse 2C CD8+ T cells, flow cytometry; 2C CD8+ T cell-vesicle binding; stronger effect = lower value; calls only at 7 µM; actives 0.068% (n = 330,000);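 active = response, share of CD8 T cells binding vesicles, and their 90th percentile fluorescence all below set limits, cut at about 80% in these data, passing the limit was not always enough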
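incubation = binding step 1.5 h, 37 °C, antibody labelling 20 min, ice | test system = 2C mouse CD8+ T cells | read-out basis = percent CD8+ FL2 mean versus row control | controls = Peptide-free naked vesicles (low) and QL9 vesicles with 0.7% DMSO vehicle (high) | detection = flow cytometry of vesicle-bound cells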
West Nile virus CPE – West Nile virus antiviral activity, cell-based, CPE readout (AID 1621). West Nile virus-infected cells, CPE inhibition; higher % means a stronger effect. one-dose CPE inhibition, % at 10 µM; IC50 in µM for titrated hits. actives 0.02% (n = 290,000); in the data active = a potency from the dose series; inconclusive = CPE inhibition mostly from about 3.7% at the one dose, without a potency; inactive = the rest, 99 in 100 with CPE inhibition below about 2.2%; also: strong numbers were not always called active
P. falciparum M17LAP – P. falciparum M17LAP inhibitors, primary screen, biochemical, fluorogenic H-Leu-NHMec substrate, 1536-well (AID 1619); Leucine aminopeptidase (Plasmodium falciparum (isolate 3D7)); recombinant M17LAP, H-Leu-NHMec fluorogenic kinetic assay; higher % means a stronger effect; one-dose inhibition, % at 30 µM; IC50 in µM for titrated hits; actives 0.38% (n = 220,000);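 active = compound inhibiting the enzyme by more than half at any dose during confirmatory dose-response retesting; inconclusive = strong single-dose inhibitors picked by rank but not retested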;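 also: plate controls were full reaction with DMSO carrier for no effect and no enzyme background for full effect; strong numbers were not always called active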
TNAP activators – human TNAP enzyme activators, primary screen, biochemical, luminescent, no phosphate acceptor, uHTS (AID 1001) | actives 0.03% (n = 200,000) | purified TNAP, luminescent activation assay, no phosphate acceptor; higher activation fold means a stronger effect | activation fold at 20 µM, or EC50 in µM where a hit was titrated; in the data active = activation fold from about 3, or a potency from the dose series; inactive = the rest, 99 in 100 with activation fold below about 1.6; also: many of its hits are not listed in these tables
UTI89 phage lysis – inhibition of K1F phage lysis, E. coli UTI89, bacterial capsule biogenesis inhibitors, alamar blue (AID 488966) | E. coli UTI89 K1F phage lysis, alamar blue, 2 h; higher % means a stronger effect | inhibition, % at 100 µM; hits with a dose series show IC50 in µM | actives 0.02% (n = 340,000);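 active = phage lysis inhibition, versus mean bacterial control, above a set limit; inconclusive = no clear call, values can overlap the other calls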;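 also: capsule biogenesis inhibitors block K1F phage lysis so surviving cells raise fluorescence; higher fluorescence means more inhibition of phage lysis; actives were called in the ten point dose series up to 300 µM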
PMI inhibitors – inhibitors of human PMI, primary screen, biochemical, fluorescence intensity, coupled assay (AID 1209); Mannose-6-phosphate isomerase (Homo sapiens); purified PMI enzyme, coupled fluorescence intensity; higher % means a stronger effect; inhibition, % at 20 µM; hits with a dose series show IC50 in µM; actives 0.42% (n = 190,000);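 also: plate controls were DMSO vehicle for no effect and wells lacking substrate for full effect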
RSV antiviral HEp-2 – RSV antiviral activity via CPE protection, HEp-2 cells, primary 10 µM value included (AID 2391); CPE inhibition, % at 10 µM; hits with a dose series show IC50 in µM; actives 0.13% (n = 310,000); HEp-2 cells, RSV-induced CPE inhibition; higher % means a stronger effect; in the data active = a potency from the dose series; inconclusive = CPE inhibition mostly from about 23% at the one dose, without a potency; inactive = the rest, 99 in 100 with CPE inhibition below about 21%; also: strong numbers were not always called active
T cell HTS vesicle-bound % – also measured in T cell HTS; calls as there; double positive events, %; measured here: CD8+ vesicle-bound cell fraction;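 binding gate set so that unloaded-vesicle control wells show 10% double positive cells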
The depositor's hits bear a star; i = inactive; ? = inconclusive; . = no result given; [ ] = dose if it differs, or a comment. Rule as the data show it, unless noted: active = inhibition above about 50%; inactive = the rest.

SMILES | M1AAP inhibition | PMI inhibition | T cell HTS | T cell HTS vesicle-bound % | West Nile virus CPE | P. falciparum M17LAP | TNAP activators | UTI89 phage lysis | PMI inhibitors | RSV antiviral HEp-2
CCOC(=O)C1CCN(c2c(-c3ccccc3)c3cc(Cl)ccc3[nH]c2=O)CC1 | -4% | -4% | i | 34 | -0.9% | 8% | 1.1 | 3.3% | -1% | 1.8%
CCc1nc(NCCN2CCOCC2)c(C#N)c2c1CCCC2 | 3% | 4% | i | 18 | -0.7% | 8% | 1 | 4.3% | 0% | 0.3%
Brc1ccc2c(c1)OCCOCCOCCOCCOCCO2 | 4% | 12% | i | 6 | 0.5% | -29% | 1.1 | 4.3%[50 µM] | 11% | 0.8%
Fc1ccc(Nc2nc(N/N=C/c3ccco3)nc(N3CCCCC3)n2)cc1 | 8% | -14% | i | 46 | -0.3% | -1% | 1.3 | 0.4% | -17% | 12%
O=S(=O)(NCc1ccccc1)c1ccc(-n2cccn2)cc1 | . | . | i | 37 | -0.1% | . | . | 0.4% | . | 1.2%
Cc1ccc(C(=O)NCC(=O)NCc2cc(=O)n(C)c(=O)n2C)cc1C | . | . | i | 0 | -0.1% | . | . | 0.0% | . | 0.5%
O=C(O)C1CCCCC1C(=O)Nc1ccc(S(=O)(=O)N2CCCCC2)cc1 (stereo not drawn) | . | . | i | 22 | -0.1% | . | . | 0.3% | . | 1.2%
COc1cc2nc(=S)n(CCCN3CCOCC3)c(N)c2cc1OC | -1% | 29% | . | . | 0.0% | -1% | 1 | 0.1% | 17% | .
Nc1ccc(Oc2cc(N)cc(Oc3ccccc3)c2)cc1 | . | . | i | 33 | 0.4% | . | . | 0.2% | . | -0.4%
CCOc1ccc(NC(=O)CCC(=O)OC)cc1 | 0% | -1% | i | 46 | 0.3% | 15% | 1 | 1.0% | -3% | -0.9%
Cn1nnnc1SCCNCC#Cc1ccccc1 | -4% | -3% | i | 39 | -0.3% | -2% | 1.1 | 4.9% | -7% | 1.8%
COc1ccccc1CNC(=O)c1ccc(OC(F)F)c(OC)c1 | 7% | 5% | i | 51 | -1.0% | 15% | 1 | 2.0%[50 µM] | 6% | 1.9%
Cc1onc(-c2ccccc2Cl)c1C(=O)N1CCc2ccccc21 | 9% | 8% | i | 18 | 0.0% | 8% | 1.1 | -0.2% | 10% | 6.8%
CC(C)(C)c1ccc(-n2ncc3c2CCCC3NC(=O)CCN2CCCO2)cc1 (stereo not drawn) | . | . | i | 4 | -0.1% | . | . | -0.3% | . | 5.4%
Cn1cnnc1Sc1ccc(C(=O)OCC(=O)Nc2cc(Cl)cc(Cl)c2)cc1[N+](=O)[O-] | 4% | 5% | i | 9 | -0.1% | 8% | 0.9 | 0.7% | 12% | 2.5%
Cc1ccc(C(=O)NCc2nnc(SCC(=O)NC(C)c3ccccc3)n2C)cc1 (stereo not drawn) | -5% | 0% | i | 58 | -0.5% | 9% | 1.1 | 2.9% | 2% | 0.7%
O=C(CNc1cc(S(=O)(=O)N2CCOCC2)ccc1NCC1CCCO1)Nc1ccccc1F (stereo not drawn) | . | . | i | 26 | -0.6% | . | . | 0.5%[50 µM] | . | 3.1%
S=C(Nc1cccc(Cl)c1)Nc1ccc2c(c1)OCCO2 | . | . | i | 57 | -0.2% | . | . | 0.1% | . | -0.2%
COc1ccc(N2CCN(C(=O)c3ccc(CNc4c(N5CCOCC5)c(=O)c4=O)cc3)CC2)cc1 | . | . | i | 40 | -0.1% | . | . | 0.0% | . | 0.5%
COc1ccc(-c2cc(C(=O)N3CCN(c4ccc(F)cc4)CC3)no2)cc1 | . | . | i | 52 | -0.7% | . | . | 0.5% | . | 7.8%
CCOc1ccccc1CNC(=O)CCCn1ncn2c(cc3occc32)c1=O | . | . | i | 46 | -0.1% | . | . | 0.2% | . | 0.6%
CCc1cc(=O)oc2cc(C)cc(OC(C)C(=O)NC3CCN(Cc4ccccc4)CC3)c12 (stereo not drawn) | . | . | i | 26 | 0.2% | . | . | 0.1% | . | -1.4%
COc1ccc(N/C=C2/Sc3ccccc3NC2=O)cc1 | 2% | -7% | i | 32 | 0.2% | 0% | 1 | 0.1% | -10% | 1.3%
COc1ccccc1CNC(=O)COC(=O)c1ccc(S(=O)(=O)N2CCCC2)cc1 | -1% | 12% | i | 14 | 0.4% | -3% | 1 | 1.2% | 6% | 1.3%
COc1ccccc1/C=C/C(=O)c1ccc(Cl)cc1 | -1% | -2% | i | 24 | ? | -2% | 1.1 | 10% | 4% | 2.6%
Cc1nn(-c2ccccc2)c(C)c1C(=O)OCC(=O)NC(=O)NC1CCCC1 | 2% | 10% | i | 39 | 0.7% | 1% | 1 | 0.9% | 14% | 3.6%
CC(C)c1nc(SCC(=O)Nc2cccc(S(N)(=O)=O)c2)n[nH]1 | -3% | -3% | i | 29 | -0.1% | 22% | 0.4 | -0.2% | -8% | 2.0%
c1ccc2nc3c(nc2c1)CCc1nonc1-3 | 2% | 4% | i | 63 | . | -5% | 0.9 | 2.1% | -5% | 0.9%
O=C(NC1=NCCS1)c1ccc(Cl)c(S(=O)(=O)N2CCCC2)c1 | 2% | -8% | i | 45 | 0.0% | 12% | 1 | -1.0% | -7% | 6.6%
CS(=O)(=O)N(CC(=O)N1CCCCC1)Cc1ccc(Cl)cc1 | -2% | -2% | i | 36 | -0.8% | 0% | 1.1 | 5.8% | 5% | 2.0%
COc1cc(NC(=S)N2CCN(CCO)CC2)c(OC)cc1Cl | -2% | 3% | i | 46 | -0.2% | 1% | 1 | 0.0% | 0% | 1.3%
COc1ccc(OC)c(Nc2nc(-c3sc(N)nc3C)cs2)c1 | 8% | 22% | i | 53 | 0.2% | -1% | 1.2 | -0.1% | 29% | 13%
O=C(NCC1CCCO1)c1nn2cccnc2c1Cl (stereo not drawn) | 7% | 9% | i | 25 | -0.3% | -12% | 1.1 | 0.4% | 14% | 1.5%
COc1cc(OC)cc(-n2nnnc2SCC(=O)NC2CCCC2)c1 | 12% | 0% | i | 44 | -0.3% | 11% | 1.1 | 0.2% | 5% | -1.0%
Cc1ccc(OCC(=O)Nc2ccc3c(c2)OCCO3)cc1C | 3% | 3% | i | 49 | 0.2% | -2% | . | 4.1% | -6% | 2.6%
COc1ccc(CN2C(=O)c3cccnc3C2=O)cc1S(=O)(=O)N1CC(C)Oc2ccccc21 (stereo not drawn) | . | . | i | 49 | 0.6% | . | . | 0.1% | . | 1.1%
COc1ccc(-n2nc(C(=O)NCC(=O)N3CCCC(C)C3)c3ccccc3c2=O)cc1Cl (stereo not drawn) | . | . | i | 35 | -0.4% | . | . | 2.9% | . | 3.0%
CCN(CC)S(=O)(=O)c1cc(NC(=O)c2ccc(-n3cncn3)c([N+](=O)[O-])c2)ccc1C | . | . | i | 53 | -0.7% | . | . | -0.1% | . | 2.3%
O=C1OC(Nc2ccc3ncccc3c2)c2ccccc21 (stereo not drawn) | 12% | . | i | 25 | 0.0% | 51% | 1.1 | 0.3% | 63%* | 3.4%
COC(=O)c1ccc(CSc2nnc(NC(=O)C3CC(=O)N(c4ccc5c(c4)OCCO5)C3)s2)cc1 (stereo not drawn) | 2% | 15% | i | 4 | 0.8% | 3% | 1.1 | 0.3%[50 µM] | 11% | 2.7%
COC(=O)c1ccc(/C=C2/SC(=S)N(CCCC(=O)Nc3ccc(O)cc3)C2=O)cc1 | . | . | i | 18 | 14% | . | . | -0.3%[50 µM] | . | 7.9%
Cc1cc2nc(-c3cccnc3SCC(=O)NC(C)C)[nH]c2cc1C | 4% | -14% | i | 28 | -1.1% | 5% | 1.1 | -0.3% | -14% | 2.8%
Cc1ncc(CO)c(/C=N/NC(=O)c2cc(O)c(O)c(O)c2)c1O | 8% | 21% | . | . | 1.1% | 31% | 0.5 | . | 4.5µM* | .
CC1CCCCN1C(=O)CSc1nnc(-c2ccco2)o1 (stereo not drawn) | . | . | i | 23 | -0.3% | . | . | 0.4% | . | 1.5%
O=C(N/N=C/c1ccncc1)c1sc2ccccc2c1Cl | . | . | i | 37 | -0.8% | . | . | 1.6% | . | 2.8%
COc1ccc(-c2onc(C)c2-c2ccc(C(=O)OC(C)C)o2)c(O)c1 | 0% | 17% | i | 40 | . | 1% | 1 | 1.3% | 23% | 11%
CCCOc1ccc(C(=O)NC(=S)N2CCN(c3cc4c(cc3F)c(=O)c(C(=O)O)cn4CC)CC2)cc1 | . | . | i | 14 | -0.7% | . | . | 1.5% | . | ?
COc1ccccc1NC(=O)NNC(=O)CCc1ccccc1 | . | . | i | 2 | -0.7% | . | . | 2.4%[50 µM] | . | 1.3%

Sorted by the number under West Nile virus CPE (largest number first): 3 of the compounds above.
| SMILES | West Nile virus CPE |
| --- | --- |
| O=C1OC(Nc2ccc3ncccc3c2)c2ccccc21 (stereo not drawn) | 0.0% |
| COc1ccc(-n2nc(C(=O)NCC(=O)N3CCCC(C)C3)c3ccccc3c2=O)cc1Cl (stereo not drawn) | -0.4% |
| O=C(N/N=C/c1ccncc1)c1sc2ccccc2c1Cl | -0.8% |

Other results follow:
SMILES | M1AAP inhibition | PMI inhibition | T cell HTS | T cell HTS vesicle-bound % | West Nile virus CPE | P. falciparum M17LAP | TNAP activators | UTI89 phage lysis | PMI inhibitors | RSV antiviral HEp-2
O=C(CC1C(=O)NCCN1C/C=C/c1ccccc1)NCCc1cccnc1 (stereo not drawn) | -2% | -3% | i | 48 | 0.1% | -1% | 1 | 1.4% | 2% | -1.7%
CC(=O)NS(=O)(=O)c1ccc(NC(=O)C(Sc2ccccc2)c2ccccc2)cc1 (stereo not drawn) | 13% | 13% | i | 35 | 0.1% | 0% | 1.1 | 0.3% | 15% | 0.6%
CCOc1ccccc1C(=O)NC(C(=O)OCC(=O)Nc1nnc(-c2ccccc2)o1)C(C)C (stereo not drawn) | -2% | 4% | i | 53 | 0.8% | -14% | 1 | -0.2% | 2% | 3.1%
Cc1ccc(/C=C2/CCc3c([nH]c4ccccc34)C2=O)cc1 | 9% | 0% | i | 26 | . | 4% | 1.1 | 0.5% | 0% | 0.4%
O=C(NCc1ccccc1)c1cc(S(=O)(=O)N2CCCCC2)ccc1N1CCOCC1 | 1% | 6% | i | 48 | -0.4% | 2% | 1.1 | -0.1% | 5% | 22%
Cc1c(OC(C)C(=O)N[C@@H](Cc2ccccc2)C(=O)O)ccc2c3c(c(=O)oc12)CCCC3 (stereo partly drawn) | . | . | i | 39 | 0.3% | . | . | -2.6% | . | 1.7%
